Assay outcomes: PubChem, National Center for Advancing Translational Sciences (NCATS)
DT40 TDP1 CPT – growth inhibition of DT40 Tdp1-/-;hTDP1 cells with camptothecin (screen for TDP1 inhibitors); chicken DT40 Tdp1-/-;hTDP1 cells + 20 nM CPT, ATP luminescence, 48 h; Potency, µM (series often up to 46.2 µM), without a hit: at the highest dose activity change, negative = growth inhibition, most hits filed as inhibitors; hit rate 12% among 420,000; AID 686979; further: nearly all actives have a fitted effect of over 55% in size
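Chicken DT40 Tdp1-/- cells stably complemented with human TDP1 were seeded at 400 cells/well in medium containing 20 nM camptothecin, exposed to pin-transferred compounds, and grown at 37 °C for at least 48 hr. Viability was read as ATP luminescence.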
DT40 TDP1 no CPT – qHTS for Inhibitors of human tyrosyl-DNA phosphodiesterase 1 (TDP1): qHTS in cells in absence of CPT; DT40 Tdp1-/- hTDP1 cells, no CPT, ATP luminescence, 48 h; Potency, µM (series often up to 46.2 µM), for the others: at the top dose activity change, negative = growth inhibition, most hits filed as inhibitors; hit rate 15% among 420,000; AID 686978, 2013; further: nearly all actives have a fitted effect of over 55% in size
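Luminescent ATP content (CellTiter-Glo) served as the growth readout. Knockout chicken DT40 cells expressing human TDP1 were exposed to compounds without camptothecin for a minimum 48 hr at 37 °C.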
TDP1 block – TDP1 (human) enzyme inhibition; recombinant TDP1, AlphaScreen DNA substrate cleavage; Potency, µM (top dose mostly 130 µM), inactives show at the top dose activity change, negative = inhibition, actives largely listed as inhibitors; hit rate 0.28% among 350,000; AID 485290; further: nearly all actives have a fitted effect of over 40% in size
Target sequence (Q9NUW8 whole entry, looked up): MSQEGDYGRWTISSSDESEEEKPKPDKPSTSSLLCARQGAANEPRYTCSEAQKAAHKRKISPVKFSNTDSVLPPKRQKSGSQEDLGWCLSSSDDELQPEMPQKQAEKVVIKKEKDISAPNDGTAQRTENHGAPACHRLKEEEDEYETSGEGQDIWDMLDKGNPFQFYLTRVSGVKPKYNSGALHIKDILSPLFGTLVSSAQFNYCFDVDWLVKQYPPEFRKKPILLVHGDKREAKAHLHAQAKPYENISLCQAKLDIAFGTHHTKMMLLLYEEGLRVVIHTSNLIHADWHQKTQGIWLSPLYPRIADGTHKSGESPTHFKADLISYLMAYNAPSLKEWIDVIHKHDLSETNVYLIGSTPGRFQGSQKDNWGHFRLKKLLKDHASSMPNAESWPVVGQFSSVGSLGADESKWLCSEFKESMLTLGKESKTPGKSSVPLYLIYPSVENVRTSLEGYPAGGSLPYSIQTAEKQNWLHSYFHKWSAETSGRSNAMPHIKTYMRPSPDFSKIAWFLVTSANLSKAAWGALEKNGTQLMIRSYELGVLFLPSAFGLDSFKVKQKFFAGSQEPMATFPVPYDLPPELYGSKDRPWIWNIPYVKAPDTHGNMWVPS
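Steps: enzyme plus compound, 15 min RT; add biotin/phosphotyrosine-FITC oligonucleotide (15 nM final), react 5 min; add donor/acceptor beads (10 ug/ml final), 10 min; read AlphaScreen. Tdp1 at 1 nM final.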
An asterisk follows results filed as active; ? = inconclusive; . = no result given; & = joins results of further samples; [ ] = another dose, or the depositor's remark. The call rests on the fitted dose curve; in most records, active means well fitted curve in the direction sought with a large enough effect; inconclusive means small, poorly fitted or top-dose-only effect, or another doubt; inactive means no such curve, though single readings can be large; an effect the other way counts as inactive or inconclusive. On the % scale 0 is the no-effect control and ±100 the full control effect; potency means the concentration at half of the fitted maximal effect.

Order of values: TDP1 block, DT40 TDP1 no CPT, DT40 TDP1 CPT
O=C1CC(Nc2ccc(N3CCOCC3)cc2)C(=O)N1CCc1ccccc1 (configuration not stated)
 : 9%, ?, ?
O=C(COc1cccc(Cl)c1)NCC(c1cccs1)N1CCOCC1 (configuration not stated)
 : 2%, -20%, -28%
Cc1ccc(-c2nc3nc4ccccc4nc3n2Cc2ccco2)cc1
 : 2%, ?, -18%
CC(C)Oc1ccc(C(=O)NCC(=O)N2CCN(S(=O)(=O)/C=C/c3ccccc3)CC2)cc1
 : 0%, ?, ?
CCOC(=O)C1C(=O)CC(C)(O)C(C(=O)OCC)C1c1ccccc1 (configuration not stated)
 : -2%[56.1 µM], -3%, -18%
COc1ccc(S(=O)(=O)NCCCN2CCOCC2)c2ccccc12
 : 4%, -19%, -7%
Cc1ccc(NC(=O)Cc2n[nH]c(=O)c3ccccc23)cc1S(=O)(=O)N1CCCCCC1
 : 2%, 16µM*, ?
Cn1cccc1-c1cc(C(=O)N2CCc3c([nH]c4ccccc34)C2c2ccccn2)[nH]n1 (configuration not stated)
 : 11%, ?, ?
CCn1cc2nc(SCC(=O)Nc3ccc(OC)cc3OC)n(Cc3ccc(Cl)cc3)c(=O)c2n1
 : 7%, 18µM*, 21µM*
COc1ccccc1-c1cncnc1Nc1ccc(F)cc1
 : ?, -11%, 7%
O=c1c(-c2nc3ccccc3s2)cccn1Cc1ccc(Cl)cc1
 : -2%, -3%, -24%
OC(COC(c1ccc(Cl)cc1)c1ccc(Cl)cc1)CN1CCCC1 (configuration not stated)
 : 4%, -20%, ?
CN(Cc1ccc(F)cc1)C(=O)CNC(=O)c1ccc2c(c1)OCO2
 : 0%, -14%, 1%
CSc1nc2ccccc2n1CC(=O)Nc1c(C)cccc1C
 : -1%, -22%, -29%
COc1ccc(CCNC(=O)c2ccc3ccccc3n2)cc1
 : 9%, -28%, -29%
COCCNC(=O)Cn1cc2c(n1)-c1c(oc(C(=O)N3CCCC3)c1C)CC2
 : -8%, -2%, -23%
CCC1CCCCN1C(=O)CSc1nnc(-c2ccc(OC)c(OC)c2)o1 (configuration not stated)
 : 2%[12.3 µM], ?, ?
Cc1ccccc1COC(=O)c1nn(-c2ccccc2)nc1N
 : -2%&-2%, -17%&12%, 13%&-11%
Nc1nnc(Cc2ccccc2F)s1
 : 1%, -1%, -3%
CC(C)CNc1nc(SCC(=O)Nc2ccccc2)nc(N2CCOCC2)n1
 : 7%, ?, ?
Cc1c(C(=O)NCC(C)(C)N2CCOCC2)cnn1-c1ncc2c(n1)-c1ccccc1CC2
 : ., -27%, ?
CCCC(=O)N(Cc1cc(=O)[nH]c2ccccc12)c1ccc(OC)cc1
 : ., -14%, 0%
COc1cccc(NC(=O)c2cc3ccccc3oc2=O)c1
 : ., ?, -15%
NC(=O)c1ncn([C@@H]2O[C@H](CN=C3NS(=O)(=O)c4ccccc43)[C@@H](O)[C@H]2O)n1
 : ., 3%, -11%
CN1CCC(N(C)S(=O)(=O)c2ccc(NC(=O)Cc3ccc(F)cc3)cc2)CC1
 : 0%, 3%, 4%
CCC(C(=O)NC1CCCC1)N(Cc1ccc2c(c1)OCO2)C(=O)c1snc(C(N)=O)c1N (configuration not stated)
 : -1%, ?, ?
O=C(c1ccco1)N1CCN(c2ccc([N+](=O)[O-])cc2F)CC1
 : 4%, -16%, ?
CCN1CCCc2cc(CN(CCN3CCOCC3)C(=S)Nc3ccc(OC)c(Cl)c3)ccc21
 : 6%, 9.2µM*, ?
COc1ccccc1NS(=O)(=O)c1cc(NC(=O)c2sc3cc(Cl)ccc3c2Cl)ccc1C
 : 0%, ?, ?
CC1=NN(/C(=N\c2nnc(C)s2)Nc2ccc(C(C)(C)C)cc2)[C@H](c2ccc(C)cc2)S1
 : 10%[56.1 µM], ?, 18µM*

(more compounds)
Order of values: TDP1 block, DT40 TDP1 no CPT, DT40 TDP1 CPT
CCOC(=O)c1sc2nc(C)cc(C)c2c1N
 : 8%, -12%, 0%
Cc1ccc(/C=N\NC(=O)c2ccc3c(c2)OCO3)o1
 : 1%, 20%, 7%
COc1cccc(CNC(=O)CCCn2ccc3cc(S(=O)(=O)N4CCCC4)ccc32)c1
 : 1%, ?, ?
COc1ccc(NC(C)=O)cc1NC(=O)CN1CCN(C(=O)c2ccco2)CC1
 : 1%, -9%, -25%
CCOC(=O)c1ccc(Cn2c(-c3ccccc3)nnc2-c2ccccc2)o1
 : 3%, -13%, ?
CCOC(=O)c1cc(C)[nH]c1C
 : 9%, -1%, 20%
CC(C)CC(=O)O/N=C1\C(=O)N(c2ccccc2)c2ccccc21
 : 2%, 23µM*, 21µM*
CCCS(=O)(=O)NC(=O)C1(C)CCN(C(=O)Cc2ccc(OC)c(OC)c2)C1 (configuration not stated)
 : ., 2%, 8%
CC(=O)c1ccc(NC(=O)c2cn(-c3ccccc3)nc2-c2ccncc2)cc1
 : 6%, ?, -15%
O=C(COC(=O)c1cc[n+]([O-])cc1)NCc1ccccc1Cl
 : 6%, -14%, 0%
COc1ccc(/C=N/NC(=O)c2[nH]c3ccc(Cl)cc3c2-c2ccccc2)c(C(=O)O)c1OC
 : ., ?, -26%
CC(C)CNC(=O)C1c2ccccc2Oc2ccccc21
 : -7%, -1%, 3%
O=C(COC(=O)c1ccccc1SCC(=O)N1CCCC1)Nc1ccccc1C(F)(F)F
 : 5%, -27%, -25%
CC(=O)Cc1cc(O)c2ccccc2c1OC(=O)c1ccccc1
 : 4%, 15µM*, ?
Cc1cc(C)c(NC(=O)C(C)N2CCCCCC2)c(C)c1 (configuration not stated)
 : ., -1%, 6%
CCOC(=O)c1cc(C#N)c(SC)nc1-c1ccccc1
 : ., ?, ?
COc1ccc(Br)cc1/C=N/NC(=O)CN1CCN(Cc2ccccc2)CC1
 : 6%, -14%, -8%
COc1ccc(/C=C2\Oc3cc(OCC(=O)N4CCC[C@H]4C(=O)O)ccc3C2=O)c(OC)c1
 : ., -14%, -1%
CC(=O)NCc1nc2ccccc2n1Cc1ccccc1F
 : 2%, -22%, -12%
COc1cccc(-c2nc(CS(=O)(=O)CC(=O)NCc3ccccc3OC)c(C)o2)c1
 : 3%, 18µM*, ?
O=C1c2oc3ccccc3c(=O)c2C(c2ccccn2)N1Cc1ccccc1 (configuration not stated)
 : 1%, ?, -11%
COCCCNC(=O)c1cnn(-c2ncc3c(n2)-c2ccccc2CCC3)c1C
 : ., -22%, -5%[9.04 µM]
c1ccc(OCc2nnc3n2N=C(c2ccccc2)CS3)cc1
 : 8%, ?, ?
O=C(COC(=O)[C@H](Cc1ccccc1)NC(=O)c1cccs1)NC1CC1
 : 0%, -11%, -17%
O=C(CSc1nc(O)cc(=O)n1-c1ccccc1)Nc1ccccn1
 : ?, 14%, 3%
CC(=O)c1cccc(-c2ccc(CN3C(CC(C)C)C(=O)N(Cc4cn(CC5CCCCC5)nn4)CCS3(=O)=O)cc2)c1 (configuration not stated)
 : ., ?, 21µM*
[O-][n+]1onc2c3cc(-c4ccccc4)nnc3ccc21
 : -2%, ?, -24%
COc1cc(/C=C/C(=O)OCC(=O)Nc2ccc(NC(C)=O)cc2)cc(S(=O)(=O)N2CCc3ccccc32)c1OC
 : 8%, ?, -26%
Cc1cc(NC(=O)c2ccc(F)cc2F)n(-c2nc3ccccc3[nH]2)n1
 : 2%, -16%, ?
O=C(CSc1ccc2nnc(-c3ccc(Cl)cc3)n2n1)N1CCCc2ccccc21
 : 6%, 23µM*, -66%

(more compounds)
Order of values: TDP1 block, DT40 TDP1 no CPT, DT40 TDP1 CPT
CN(c1ccccc1)S(=O)(=O)c1ccc(Cl)c(C(=O)OCC(=O)c2c(N)n(C)c(=O)n(C)c2=O)c1
 : ., ?, 23µM*
O=C(O)/C=C\C(=O)Nc1ccc(N2CCN(c3ccc(F)cc3)CC2)cc1
 : 0%, -16%, 8%
O=C1CCCCCCC1Sc1ccccc1[N+](=O)[O-] (configuration not stated)
 : 7%, 0%, 5%
CN(C)c1ccc(/C=N/N=C(N)N)cc1[N+](=O)[O-]
 : 0%, 13µM*, ?
CCOC(=O)Nc1ccc(C)cc1NC(=O)OCC
 : 7%, -14%, -8%
COc1ccccc1C1(CC(=O)O)CCOC(C)(C)C1 (configuration not stated)
 : 4%, -20%, -14%
CC(C)n1cnc2cc(NCc3ccco3)ccc21
 : 7%, -7%, ?
COc1ccc(N2C(=O)C(CC(=O)Nc3ccccc3)N(Cc3cccs3)C2=O)cc1 (configuration not stated)
 : ., ?, ?
COc1ccc(C2=NS(=O)(=O)N(C)C(C(=O)N3CCC(C(N)=O)CC3)=C2)cc1
 : ., 4%, 6%
COc1cccc(Nc2nnc(-c3cc4ccc(O)cc4oc3=O)s2)c1
 : ?, 23µM*, ?
COc1cc(OC)cc(C(=O)N2CCN(c3ccccc3F)CC2)c1
 : -2%, ?, -9%
COc1ccccc1NC(=O)CSc1nnc(CC(=O)Nc2ccccc2F)n1C
 : 11%[0.0935 µM], -1%, -24%
COc1cc(C(=S)N2CCOCC2)cc(OC)c1OS(=O)(=O)c1ccc(NC(C)=O)cc1
 : 4%, -24%, -17%
Cc1cc([N+](=O)[O-])cc(C)c1OCC(=O)N/N=C/c1ccc(OC(=O)c2ccccc2Br)cc1
 : 6%, -20%, -15%
COc1cc(-c2noc(C)c2C#CCCN2C(=O)c3ccccc3C2=O)cc(OC)c1OC
 : ., ?, ?
CC(=O)c1cccc(S(=O)(=O)Nc2c(C)nn(C)c2C)c1
 : -3%[56.1 µM], -29%, -17%
CN(C)c1nc(OCCNC(=O)Nc2ccccc2)nc(N(C)C)n1
 : -1%, -22%, -5%
Cc1cc(C)cc(NC(=O)Nc2ccc(Cl)cn2)c1
 : 3%, -7%, -17%
CCOC(=O)c1sc(-n2[nH]c(C)cc2=O)nc1C
 : 10%, -4%, 2%
COc1ccc(C)cc1NC(=S)N1CC(C)OC(C)C1 (configuration not stated)
 : 3%, 18%, -9%
CN(CCOc1ccccc1)CC(=O)Nc1cc([N+](=O)[O-])ccc1Cl
 : 3%, ?, -2%
CN(C)c1nc(/C=C(\C#N)C(N)=O)c(Cl)n1-c1ccc(F)cc1
 : -2%, 21µM*, 16µM*
O=C(c1ccccc1F)n1c2c(c3ccccc31)CCCC2
 : ., ?, 23µM*
O=C(O)CNS(=O)(=O)c1ccc(Br)s1
 : 4%, -8%, -9%
CSc1ncccc1C(=O)OCC(=O)NC1CCS(=O)(=O)C1 (configuration not stated)
 : 2%, -5%, -2%
C[C@@H]1CCCCO[C@H](CN(C)C(=O)Cc2ccccc2)[C@@H](C)CN([C@H](C)CO)C(=O)c2cc(NC(=O)Nc3ccccc3)ccc2O1
 : ., 29µM*, -3%
COc1cccc(N2CCN(c3nc4ccc(C(=O)c5ccccc5)cc4n4c(C)nnc34)CC2)c1
 : 11%, 16µM*, ?
Cc1ccnc(Nc2nc(-c3ccc(F)cc3)cs2)c1
 : ., ?, ?
COc1ccc(C2=NN(C(C)=O)C(c3ccccc3)C2)cc1 (configuration not stated)
 : ., -10%, -24%
CC(Sc1cccc[n+]1[O-])C(=O)Nc1cccc(S(=O)(=O)N2CCOCC2)c1 (configuration not stated)
 : 1%, ?, ?

(continued)
Order of values: TDP1 block, DT40 TDP1 no CPT, DT40 TDP1 CPT
COc1ccccc1C(C)NCC(=O)NC(=O)NCc1ccco1 (configuration not stated)
 : ., -21%, -8%
Cc1ccc(C(C(=O)NC2CCCCC2)N(C(=O)CCCC(=O)Nc2ccccn2)c2ccc3c(c2)OCCO3)cc1 (configuration not stated)
 : -3%, 6%, -24%
Cn1ncc(Br)c1C(=O)N/N=C/c1ccc(OS(=O)(=O)c2ccccc2)cc1
 : 2%, -28%, -13%
Cc1cccc(NC(=O)CN2CCN(C(=O)c3cccc(-n4cnnn4)c3)CC2)c1C
 : 1%, -20%, ?
O=C(CN(C(=O)CCC(=O)Nc1nccs1)c1cccc(F)c1)NCCc1ccccc1
 : 2%[0.0935 µM], -2%, 7%
Cc1ccc2oc(-c3ccc(C)c(NC(=O)COc4ccc(Cl)cc4)c3)nc2c1
 : ., -16%, -29%
CC(=O)N1CCCc2cc(S(=O)(=O)N3CCC(C(=O)NCc4cccc(C)c4)CC3)ccc21
 : 4%, ?, -57%
N#C/C(=C\c1ccccc1OCc1ccc(C(=O)O)cc1)C(=O)Nc1ccc(O)cc1
 : 2%, -15%, 2%
CCc1ccccc1NC(=O)c1noc2c1CC(C(C)(C)C)CC2 (configuration not stated)
 : -4%, ?, ?

By substructure: the entries above containing a cyano group.
Order of values: TDP1 block, DT40 TDP1 no CPT, DT40 TDP1 CPT
CCOC(=O)c1cc(C#N)c(SC)nc1-c1ccccc1
 : ., ?, ?
CN(C)c1nc(/C=C(\C#N)C(N)=O)c(Cl)n1-c1ccc(F)cc1
 : -2%, 21µM*, 16µM*
N#C/C(=C\c1ccccc1OCc1ccc(C(=O)O)cc1)C(=O)Nc1ccc(O)cc1
 : 2%, -15%, 2%
